Screening results deposited in PubChem by Johns Hopkins Ion Channel Center.
CHT block – inhibitors of human choline transporter CHT. Q9GZV3. CHT-expressing cells, membrane potential dye, choline response; stronger effect = lower value. B-score at 10 µM. 310,000 tested, 0.86% active;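 active = B-score over 3 SD under the library average, and starting fluorescence ratio not unusually high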;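 also: choline stimulus applied at its EC90 after an EC20 pre-addition; B-score computed on integrated fluorescence ratio after choline addition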
Target sequence (Q9GZV3 whole entry, looked up): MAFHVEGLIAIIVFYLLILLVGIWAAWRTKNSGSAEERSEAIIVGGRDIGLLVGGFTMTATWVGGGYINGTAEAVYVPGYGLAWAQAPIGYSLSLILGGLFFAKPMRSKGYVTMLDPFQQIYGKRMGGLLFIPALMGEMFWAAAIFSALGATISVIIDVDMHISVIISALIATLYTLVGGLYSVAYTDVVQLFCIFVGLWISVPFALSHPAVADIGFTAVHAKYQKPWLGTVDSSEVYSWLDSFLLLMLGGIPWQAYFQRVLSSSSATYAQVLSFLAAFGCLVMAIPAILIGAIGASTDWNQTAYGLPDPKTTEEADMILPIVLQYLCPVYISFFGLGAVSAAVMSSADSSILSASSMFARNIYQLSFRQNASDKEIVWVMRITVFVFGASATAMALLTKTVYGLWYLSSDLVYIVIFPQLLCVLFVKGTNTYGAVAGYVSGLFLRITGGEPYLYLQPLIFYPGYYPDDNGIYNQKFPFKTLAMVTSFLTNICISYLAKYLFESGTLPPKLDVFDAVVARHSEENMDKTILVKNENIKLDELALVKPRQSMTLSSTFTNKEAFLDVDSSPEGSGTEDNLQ
CHT allo act – allosterically activates the human high affinity choline transporter | Q9GZV3 | CHT-expressing cells, membrane potential dye, choline EC20; stronger effect = higher value; LV-AA mutant CHT in HEK293 cells | B-score at 10 µM | 310,000 tested, 0.49% active | AID 488977;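 active = initial fluorescence not abnormally high and integrated response B-score, plate-corrected, over 3 SD above library mean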
The depositor's hits bear a star; i = inactive. The order is random (roughly 1.4% active in at least one column).

SMILES | CHT block | CHT allo act
Cc1nc2cc(C(F)(F)F)ccc2n1CCNc1nc(-c2cc(Cl)c(N)c(Cl)c2)cs1 | i | i
COc1cccc(CN2CCN(Cc3ccc(O)cc3)CC2CCO)c1 (stereo not given) | i | i
CC(=Nc1ccc2c(c1)nc(CO)n2C)C1=C(O)CC(C)(C)CC1=O | i | i
Cc1ccc(C)c(N2CCN(S(=O)(=O)CC34CCC(CC3=O)C4(C)C)CC2)c1 (stereo not given) | i | i
COC(=O)c1ccccc1NC(=O)COc1ccccc1 | i | i
CCn1c(SCC(=O)NC2CCCC2)nnc1C(C)NC(=O)c1ccccc1F (stereo not given) | i | i
Cc1ccc(NC(=O)C(=O)c2ccc(C)cc2)cc1 | i | i
O=S(=O)(c1ccc(F)cc1)N1CC=C(c2ccccc2)CC1 | i | i
CC(=O)c1c(C)n(CCc2ccc(Cl)cc2)c2ccc(O)cc12 | i | i
Cc1ccc(N(CC(O)CN2CCCCC2)S(=O)(=O)c2ccccc2[N+](=O)[O-])cc1 (stereo not given) | i | i
CCC(=O)Nc1cccc(C2=NOC3(C2)C[C@@H](C(N)=O)N(C(=O)C2(C)CC2)C3)c1 (stereo not given in full) | i | i
Cc1ccc(/C=N/N2CCN(c3ccccc3)CC2)cc1 | i | i

Five entries already listed, ordered by molecular weight, smallest number first.
SMILES | CHT block | CHT allo act
Cc1ccc(/C=N/N2CCN(c3ccccc3)CC2)cc1 | i | i
COC(=O)c1ccccc1NC(=O)COc1ccccc1 | i | i
CCC(=O)Nc1cccc(C2=NOC3(C2)C[C@@H](C(N)=O)N(C(=O)C2(C)CC2)C3)c1 (stereo not given in full) | i | i
CCn1c(SCC(=O)NC2CCCC2)nnc1C(C)NC(=O)c1ccccc1F (stereo not given) | i | i
Cc1nc2cc(C(F)(F)F)ccc2n1CCNc1nc(-c2cc(Cl)c(N)c(Cl)c2)cs1 | i | i

The list goes on:
SMILES | CHT block | CHT allo act
CCc1nc2ccccc2c(C(=O)Oc2ccc(C(=O)OC)cc2)c1C | i | i
Cc1cc(=O)[nH]c(N/N=C/c2cccs2)n1 | i | i
COc1cc(/C=C2/N=C(C3CCCCC3)OC2=O)cc(OC)c1OC | i | i
Cc1ccccc1-c1ncc(CN2CCC(CO)(CCCc3ccccc3)CC2)cn1 | i | i
Cc1nc(CN(C)C(=O)c2ccccc2OC2CCN(S(C)(=O)=O)CC2)cs1 | i | i
OC1(c2cccs2)CN(c2ccc(Br)cc2)C2=[N+]1CCCS2 (stereo not given) | i | i
C=CCNc1nnc(SCC(=O)N2CCCCC2)c2ccccc12 | i | i
NC(=O)COC(=O)c1c2c(nc3ccccc13)CCC2 | i | i
O=C(COc1ccc(Cl)cc1Cl)NCCC1=CCCCC1 | i | i
CCc1cc(=O)[nH]c(SCCc2ccccc2)n1 | i | i
CCN(Cc1ccccc1)C(=O)CCc1nc(CN2CCN(C(=O)c3ccc([N+](=O)[O-])cc3)CC2)no1 | i | i
O=C(Nc1ccc(S(=O)(=O)N2CCOCC2)cc1)c1ccc(Br)o1 | i | i
O=C(CNC(=O)c1ccccc1)NCC(=O)OCC(=O)c1ccc(F)cc1 | i | i
CC(C)(C)NC(=O)c1ccncc1 | i | i
O=C(CN1CCC(C(=O)c2ccc(F)cc2)CC1)Nc1ccccc1 | i | i
N#C/C(=C\c1ccc[nH]1)C(=O)c1ccccc1 | i | i
Cc1cccn2c(CNCCCn3ncc4ccccc43)c(C(=O)N3CCCCC3)nc12 | i | i
Cc1ccc(-c2cc(-c3ccccc3C)[nH]n2)c(O)c1 | i | i
Cn1nnc2cc(NC(=O)Nc3cccc(C(F)(F)F)c3)ccc21 | i | i
O=C(Cn1nc(-c2ccc3c(c2)OCCO3)ccc1=O)Nc1ccc(-n2cnnn2)cc1 | i | i
COc1cccc(NC(=O)N2CCN(c3cccc(C)c3)C(C)C2)c1 (stereo not given) | i | i
O=C(Cc1ccccc1)NCCS(=O)(=O)N1CCN(c2cccc(Cl)c2)CC1 | i | i
COC(=O)c1ccc(C2C(C(=O)c3ccco3)=C(O)C(=O)N2c2cc(C)on2)cc1 (stereo not given) | i | i
CC(C)CN(C(=O)COC(=O)C1=COCCO1)c1c(N)n(Cc2ccccc2)c(=O)[nH]c1=O | i | i
CC(=O)c1ccc(OCc2cc(C(=O)N(C)C(C)c3ccon3)no2)cc1 (stereo not given) | i | i
Cc1c(NC(=O)COC(=O)CCC(=O)c2ccc(Cl)cc2)c(=O)n(-c2ccccc2)n1C | i | i
Cc1nc2ccccc2c2oc(C(=O)NCCCN3CCCC3=O)cc12 | i | i
O=C(COC(=O)c1cc(-c2cccs2)nn1-c1ccccc1)Nc1ccc(F)c([N+](=O)[O-])c1 | i | i
COc1ccccc1CN(Cc1cc2cc3c(cc2[nH]c1=O)OCCO3)Cc1nnnn1Cc1ccco1 | i | i
O=C(C1CC1)N1CCc2cc(Br)cc(S(=O)(=O)N3CCCCCC3)c21 | i | i
NS(=O)(=O)c1ccc(CCNC(=O)C(=O)c2c[nH]c3ccccc23)cc1 | i | i
CC(C)(C)NC(=O)NC(=O)COc1ccc(Br)cc1Br | i | i
CC(Oc1ccc2c(c1)c1ccnc3c4ccccc4c(=O)n2c13)C(=O)NCCN1CCOCC1 (stereo not given) | i | i
O=C1NC2=C(C(=O)CCC2)C(c2ccc3ncccc3c2)N1 (stereo not given) | i | i
CS(=O)(=O)c1nc(S(=O)(=O)c2ccc(Cl)cc2)c(NCCN2CCOCC2)s1 | i | i
O=S(=O)(Nc1nc2ccccc2nc1Cl)c1ccc(Cl)cc1 | i | i
CC(C)(C)CC(C)(C)N=C1NS(=O)(=O)c2cc([N+](=O)[O-])ccc21 | i | i
O=C(Cc1c(F)cccc1Cl)NCCc1c[nH]c2ccccc12 | i | i
O=C(O)c1ccc(NC(=O)c2ccccc2NC(=O)c2ccccc2Br)cc1 | i | i
Cc1ccc(C2=NCCn3nc4cc([N+](=O)[O-])ccc4c32)cc1 | i | i
COCCCn1c(-c2ccccc2Cl)n[nH]c1=S | i | i
COc1ccc(NC(C)=O)cc1NC(C)C(=O)Nc1ccccc1F (stereo not given) | i | i
Cc1c(C(=O)N2CCCC2)c(S(=O)(=O)Nc2ccccc2)c(C)n1C | i | i
COc1ccccc1CNCC(O)(c1ccc(Cl)cc1)c1ccc(Cl)cc1 | i | i
Cc1cc(NC(=O)COc2ccc(Cl)cc2Cl)n(-c2ccccc2)n1 | i | i
O=c1c2ccccc2cnn1CCOc1ccccc1 | i | i
COc1ccc(C(=O)NC2CC2)cc1OC1CCN(Cc2ccc(F)c(F)c2)CC1 | i | i
COc1cc2c(cc1OC)C(c1cccc([N+](=O)[O-])c1)N(C(=O)c1ccc(F)cc1)CC2 (stereo not given) | i | 7.1*
CCOC(=O)c1c(NC(=O)C(=O)N/N=C/c2ccccc2OC)sc2c1CCCCC2 | i | i
Cc1ccc(S(=O)(=O)CCC(=O)NCCc2ccccc2)cc1 | i | i
CC(C)CN1CCN(Cc2ccc(Oc3ncccn3)cc2)CC1CCO (stereo not given) | i | i
O=C(CCc1nnc(-c2ccc3c(c2)OCO3)o1)NCCc1ccccc1F | i | i
Cc1ccc(-c2cc(C(=O)Nc3ccccc3C)c3ccccc3n2)o1 | i | i
Cn1c(Cl)nc2ccccc21 | i | i
CC(C)N=C(NC#N)SCC(=O)NC(C)(C)C | i | i
COc1ccc(C(=O)COC(=O)c2ccccc2C(=O)N(C)c2ccccc2)c(OC)c1 | i | i
O=C(Nc1cc(-c2nc3ncccc3o2)ccc1Cl)c1ccco1 | i | i
CCOC(=O)c1ccc(NC(=S)NCc2ccc(F)cc2)cc1 | i | i
CC(Oc1ccc(Br)cc1Cl)C(=O)Nc1ccncc1 (stereo not given) | i | i
Cc1nn(-c2ccc(N3CCCCC3)nn2)c(C)c1CCC(=O)Nc1cc(F)ccc1F | i | i

Additional compounds:
SMILES | CHT block | CHT allo act
Cc1ccc(-n2c(C)cc(/C=N/NC(=O)CC3(C)OCCO3)c2C)cc1 | i | i
Clc1ccc(-c2nnc3n2CCCC3)cc1 | i | i
O=C(O)/C=C/C(=O)NCCC(c1ccccc1)c1ccccc1 | i | i
CN(C(=O)COC(=O)CCC1CCCCC1)c1c(N)n(Cc2ccccc2)c(=O)[nH]c1=O | i | i
COc1cc(/C=N/NC(=O)C(=O)NCc2cccnc2)cc(OC)c1OC | i | i
CN(C)C(=O)c1nc2ccc(Cl)cn2c1CN1CCN(c2ncccn2)CC1 | i | i
CN(C)c1ccc(/C=N/NC(=O)CNC(=O)c2ccc3c(c2)OCCO3)cc1 | i | i
COc1ccc(-c2csc(NC3OC(=O)c4ccccc43)n2)cc1 (stereo not given) | i | i
Cc1ccc(CC(=O)Nc2ccc(OC(F)F)c(Cl)c2)cc1C | i | i
CCCCOc1ccc(/C=C/C(=O)Nc2ccc(C(N)=O)cc2)cc1 | i | i
O=S1(=O)N=C(SCCO)c2ccccc21 | i | i
O=C(NCc1ccccc1)c1ccc(N2CCC3(CC2)CC(c2ccccc2)=NO3)c([N+](=O)[O-])c1 | i | i

In another format: results already given
> COc1ccc(-c2csc(NC3OC(=O)c4ccccc43)n2)cc1 (stereo not given)
  CHT block = i; CHT allo act = i
> Cc1ccc(CC(=O)Nc2ccc(OC(F)F)c(Cl)c2)cc1C
  CHT block = i; CHT allo act = i

The list goes on.
SMILES | CHT block | CHT allo act
COc1cccc(C2=NOC(C(=O)NCC3CCCO3)C2)c1 (stereo not given) | i | i
COc1ccc(NC(=O)CSCc2cc(=O)n3nc(C4CC4)sc3n2)cc1 | i | i
CCOc1nc(NCCC2=CCCCC2)nc(N2CCOCC2)n1 | i | i
CCC1CCCCN1C(=O)CSc1nnc(CNC(=O)c2cc(OC)c(OC)c(OC)c2)o1 (stereo not given) | i | i
Cc1ccc(-c2c(NC(=O)C(C)C)n(C)c3ccccc3c2=O)cc1 | i | i
CC/C(=N\NC(=O)Nc1nonc1N)c1ccc(OC)c(OC)c1 | i | i
Cc1ccc(-c2noc(-c3ccno3)n2)cc1 | i | i
CCOC(=O)C(C)On1c(SC(C)C(=O)OCC)nc2ccccc2c1=O (stereo not given) | i | i
COCCNC(=S)N1CCc2cc(OC)c(OC)cc2C1COc1ccc(C(C)C)cc1 (stereo not given) | i | i
O=C(OCc1nnc(-c2ccccc2)o1)c1cc(=O)c2ccccc2o1 | i | i
CN(c1ccccc1C(=O)N1CCCC1)S(C)(=O)=O | i | i
COc1ccc(S(=O)(=O)N2CCCCCC2)cc1NC(=O)Cc1ccccc1 | i | i
Cc1nnnn1/C(=C\c1ccccc1)C(=O)OCC(=O)NC1CCCCC1 | i | i
O=C(NC1CCCCCCC1)c1cc(F)c(F)cc1Cl | i | i
COc1ccc(C2=NOC(C(=O)Nc3cc(C)on3)C2)cc1OC (stereo not given) | i | i
Cc1cccc(N(C(=O)CNC(=O)c2ccco2)C(C(=O)NC2CCCC2)c2cccnc2)c1 (stereo not given) | i | i
Cc1cccc(CCNC(=O)Cn2ncc3c([nH]c4ccccc43)c2=O)c1 | i | i
Cn1c(=O)c2c(nc(NCCNC(=O)c3ccco3)n2Cc2ccccc2Cl)n(C)c1=O | i | i
CC(=O)Nc1ccc(NC(=O)CSc2nnc(NC(=O)Cc3ccc(F)cc3)s2)cc1 | i | i
COc1cccc(NC(=O)N(Cc2cc3cc(C)cc(C)c3[nH]c2=O)CC2COCCO2)c1 (stereo not given) | i | i
COc1ccccc1S(=O)(=O)Cc1ccc(C(=O)N2CCOCC2)o1 | i | i
O=C(COc1ccccc1F)N1CCCc2ccccc21 | i | i
COc1ccc(C(=O)/C=C/c2ccc(F)cc2)c(OC(=O)c2ccc([N+](=O)[O-])cc2)c1 | i | i
CCn1cc(Br)c(C(=O)NCc2ccco2)n1 | i | i

Retrieved by compound from the list above:
SMILES | CHT block | CHT allo act
COc1ccc(C2=NOC(C(=O)Nc3cc(C)on3)C2)cc1OC (stereo not given) | i | i
Cc1cccc(CCNC(=O)Cn2ncc3c([nH]c4ccccc43)c2=O)c1 | i | i
Cc1cccc(N(C(=O)CNC(=O)c2ccco2)C(C(=O)NC2CCCC2)c2cccnc2)c1 (stereo not given) | i | i
O=C(COc1ccccc1F)N1CCCc2ccccc21 | i | i
CC(=O)Nc1ccc(NC(=O)CSc2nnc(NC(=O)Cc3ccc(F)cc3)s2)cc1 | i | i
Cn1c(=O)c2c(nc(NCCNC(=O)c3ccco3)n2Cc2ccccc2Cl)n(C)c1=O | i | i

Following part:
SMILES | CHT block | CHT allo act
COc1ccc(-c2cc(C(=O)NCCCn3ccnc3)no2)cc1OC | i | i
COC(=O)C1=CN(Cc2ccccc2)C=C(C(=O)OC)C1c1ccc(O)c(OC)c1 | i | i
CCOC(=O)C1=C(C)NC(C)=C(C(=O)OCC)C1c1cc2ccc(C)cc2[nH]c1=O | i | i
CCOC(=O)C1=C(C)OC(N)=C(C#N)C1c1cc(C)sc1C (stereo not given) | i | i
COc1ccc(CCNC(=O)C(=O)NCC2CCCN2S(=O)(=O)c2cc(C)ccc2C)cc1 (stereo not given) | i | i
O=C1C2C3C=CC(C3)C2C(=O)N1c1n[nH]c(-c2ccccc2)n1 (stereo not given) | i | i
COc1ccc(/C(C)=N/NC(=S)NCCc2ccccc2)c(O)c1 | i | i
COc1ccc2c3c1OC1CC(O)C=CC31CCN(C)C2 (stereo not given) | i | i
O=C(CNC(=O)C(c1ccccc1)c1ccccc1)N/N=C\c1ccc2c(c1)OCO2 | i | i
C/C(N)=C(/C#N)C(=O)COC(=O)c1oc2ccccc2c1COC(C)C | i | i
O=C(Nc1ccc2oc(-c3ccccc3F)nc2c1)c1ccccc1F | i | i
CCC(Sc1ncccc1C(=O)OC(C)C)C(=O)NCc1ccco1 (stereo not given) | i | i
O=C(CSc1nnc(-c2ccccc2)n1C1CCCCC1)Nc1ccc(S(=O)(=O)Nc2ccccn2)cc1 | i | i
CC1=NNC(=O)C1CCC(=O)N/N=C/c1ccco1 (stereo not given) | i | i
O=S(=O)(c1ccc(S(=O)(=O)N(Cc2ccccc2)Cc2ccco2)cc1)N1CCCC1 | i | i
COc1ccc(C(=O)Nc2cccc(NC(=O)c3cccs3)c2)cc1 | i | i
O=C(CCCCCNC(=O)c1ccccc1Cl)N/N=C/c1ccco1 | i | i
